High-throughput results from PubChem BioAssay.
PI5P4Ka inh – blocks human PI5P4K alpha kinase activity; hit rate 1.2% among 330,000; P48426; PI5P4Kalpha enzyme, ADP-Glo luminescence, 60 min; stronger effect = lower value; max response, %; active means max response of -50% or lower; inconclusive means between -30% and -50%; inactive means -30% or higher; further: value at the top dose of about 77 µM; on the % scale 0 is the no-effect control and ±100 the full control effect
Target sequence (P48426 whole entry, looked up): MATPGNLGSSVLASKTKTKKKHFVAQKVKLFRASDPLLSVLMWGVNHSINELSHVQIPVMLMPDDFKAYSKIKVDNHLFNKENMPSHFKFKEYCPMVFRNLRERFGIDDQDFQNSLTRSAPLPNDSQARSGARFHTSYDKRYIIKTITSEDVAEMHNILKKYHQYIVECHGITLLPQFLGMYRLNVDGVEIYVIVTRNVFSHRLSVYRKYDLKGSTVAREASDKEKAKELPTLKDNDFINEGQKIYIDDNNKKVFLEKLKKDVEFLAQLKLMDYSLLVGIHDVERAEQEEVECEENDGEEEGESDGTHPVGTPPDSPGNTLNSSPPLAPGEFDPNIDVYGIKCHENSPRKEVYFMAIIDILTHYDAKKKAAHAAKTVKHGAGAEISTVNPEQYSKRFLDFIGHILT
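Luminescence from ADP-Glo served as readout of PI5P4Kalpha activity in a qHTS format. Reaction: enzyme, substrate, compound, ATP at 5 microM final, 60 min at RT.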
Abeta rescue – compounds reversing amyloid beta toxicity in yeast. yeast expressing A-beta42, growth rescue, OD600, 48 h; response scale: 0% DMSO, 100% iron-clioquinol control. Potency, µM (series often up to 46.1 µM), inactives show top-dose growth rescue, actives largely listed as activators. hit rate 0.063% among 410,000; further: potency means the concentration at half of the fitted maximal effect; nearly all actives have a fitted effect of over 55% in size
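Yeast A-beta toxicity model in growth medium with pinned compounds, 48 h at 30 C; growth read as absorbance at 600 nm. Normalized to FeCl3/clioquinol equimolar mix (positive) and DMSO (negative).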
FUS suppressor – FUS proteinopathy suppression in yeast; Potency, µM (series often up to 76.6 µM), inactives show top-dose growth rescue (activation), most hits filed as activators; S. cerevisiae FUS-expressing, growth rescue, OD600, 24 h; hit rate 0.24% among 390,000;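 further: potency means the concentration at half of the fitted maximal effect; plate controls were DMSO vehicle for no effect and reference control for full effect; nearly all actives have a fitted effect of over 55% in size; some results filed as inactive show a strong effect at the top dose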
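Read-out: OD at 600 nm after 24hr at 30C, reporting rescue of FUS-induced yeast toxicity. Cells at OD 0.005 in galactose (2%) minimal medium; compounds tested in a dilution series; CP55940 titration from 92uM final as control.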
WRN inhibitor – blocks human WRN helicase. hit rate 0.46% among 360,000. Potency, µM (doses to about 114 µM), without a hit: at the top dose activity change, negative = inhibition, actives largely listed as inhibitors. WRN helicase unwinding, fluorescent forked duplex, kinetic. Q14191; further: potency means the concentration at half of the fitted maximal effect; on the % scale 0 is the no-effect control and ±100 the full control effect; nearly all actives have a fitted effect of over 55% in size
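Primary qHTS, 1536-well format. 20 nM WRN + compound, 15 min RT; start with 100 nM forked fluorophore/quencher duplex, 2 mM ATP (final); kinetic read ex 525/em 598 nm.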
EPAC1 antagonist – antagonists of human EPAC1; O95398; EPAC1 GEF assay, Rap1b-BODIPY-GDP exchange fluorescence; Potency, µM (top dose mostly 115 µM), inactives show at the highest dose activity change, negative = inhibition, actives largely listed as inhibitors; hit rate 0.14% among 360,000;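 further: potency means the concentration at half of the fitted maximal effect; plate controls were vehicle for no effect and positive control for full effect; nearly all actives have a fitted effect of over 50% in size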
EPAC1 agonist – agonists of human EPAC1. Potency, µM (top dose mostly 154 µM), without a hit: top-dose activation, actives largely listed as activators. O95398. EPAC1 agonist qHTS, biochemical assay; response scale: 100% = response to 6.5 mM cAMP. hit rate 0.073% among 360,000; further: potency means the concentration at half of the fitted maximal effect; nearly all actives have a fitted effect of over 60% in size
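EPAC1 100 nM, Rap1B–BODIPY-GDP 250 nM, unlabeled GDP 50 uM; compound titration; 5 min RT; kinetic read ex480/em540 at 5-min intervals ×30 min; data normalized to 6.5 mM cAMP agonist control.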
IL2 activator – activates IL-2 in a cell-based reporter assay | IL-2 activation reporter assay, cell-based qHTS; stimulated with anti-CD3/CD4/CD28 beads; in transgenic mouse T cells | hit rate 0.065% among 360,000 | AID 652025 | activation, % (series mostly up to about 46 µM); in the data active means activation above about 50%; inconclusive means mostly about 30% to 49%; further: 0% is about no effect
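Quantitative HTS in unstimulated transgenic mouse T cells, with memory T cells as non-tolerant control and PMA/ionomycin as tolerance-bypass control. Compound pretreatment lasted 60 minutes before 18 h bead stimulation; EGFP/DsRed fluorescence read.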
PLK1 PBD inh – PLK1 (human) polo-box domain binding inhibition | P53350 | AID 720504 | Plk1 PBD binding of FITC phosphopeptide, fluorescence polarization | hit rate 2.8% among 360,000 | Potency, µM, inactives show max response, negative = inhibition, usual class: inhibitors; further: potency means the concentration at half of the fitted maximal effect; series mostly up to about 57 µM; on the % scale 0 is the no-effect control and ±100 the full control effect; nearly all actives have a fitted effect of over 65% in size
Target sequence (P53350 whole entry, looked up, the tested form may be a part): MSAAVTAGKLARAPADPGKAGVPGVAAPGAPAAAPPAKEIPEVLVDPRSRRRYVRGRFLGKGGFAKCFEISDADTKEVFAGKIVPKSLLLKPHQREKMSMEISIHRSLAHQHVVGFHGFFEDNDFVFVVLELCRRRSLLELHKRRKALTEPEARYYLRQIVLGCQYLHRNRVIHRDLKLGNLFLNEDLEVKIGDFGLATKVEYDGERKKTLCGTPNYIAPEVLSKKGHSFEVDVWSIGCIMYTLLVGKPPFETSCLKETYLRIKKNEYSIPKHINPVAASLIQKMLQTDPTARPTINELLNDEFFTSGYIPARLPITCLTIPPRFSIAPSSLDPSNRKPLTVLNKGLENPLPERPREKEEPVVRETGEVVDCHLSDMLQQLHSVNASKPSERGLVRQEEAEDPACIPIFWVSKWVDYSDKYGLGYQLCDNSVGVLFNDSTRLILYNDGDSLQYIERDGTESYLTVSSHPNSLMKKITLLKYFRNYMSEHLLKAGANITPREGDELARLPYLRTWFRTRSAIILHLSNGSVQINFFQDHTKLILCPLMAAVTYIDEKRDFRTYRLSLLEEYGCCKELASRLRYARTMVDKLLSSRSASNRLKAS
* hit, by the source's call; ? = inconclusive; . = no result given; [ ] = dose if it differs, or a comment. Unless noted, the call rests on the fitted dose curve; in most records, active means well fitted curve in the direction sought with a large enough effect; inconclusive means small, poorly fitted or top-dose-only effect, or another doubt; inactive means no such curve, though single readings can be large; an effect the other way counts as inactive or inconclusive.

No.	mol	PI5P4Ka inh	Abeta rescue	FUS suppressor	WRN inhibitor	EPAC1 antagonist	EPAC1 agonist	IL2 activator	PLK1 PBD inh
1	Cc1cc(C(=O)COC(=O)c2ccccc2NCCO)c(C)n1CC1CCCO1 (centres undefined)	8	19%	23%	-2%	2%	-2%	-3.3	-8%
2	COc1cc(C(=O)NC(C)C2CC3CCC2C3)cc(OC)c1OC (centres undefined)	2	-7%	18%	-10%	-12%	-9%	-0.2	-4%
3	COc1ccc(C(=O)O/N=C/c2ccc(S(=O)c3ccc(Cl)cc3)nc2)cc1 (centres undefined)	8	-13%	15%	-8%	9%	-4%	1.2	-6%
4	O=C(Nc1ccncc1)C1COc2ccccc2O1 (centres undefined)	-5	-5%	13%	3%	-8%	-5%	-2.0	-5%
5	COc1ccc(C(=O)C2CC2c2ccc3c(c2)OCO3)cc1 (centres undefined)	7	9%	-7%	-6%	-9%	9%	-0.1	4%
6	Cc1ccc(SCc2nnc(N)s2)cc1	3	7%	3%	-2%	12%	2%	-0.8	-9%
7	CC(C)n1c(NCCO)nc2ccccc21	1	6%	-8%	-8%	1%	9%	-0.4	-6%
8	Cc1cc(/C=N/N2CCN(C)CC2)c(C)n1-c1ccccc1F	-8	13%	.	-8%	-15%	-1%	-4.1	2%
9	Cc1cccc(N(CC(=O)NCc2ccco2)C(=O)CCC(=O)Nc2nccs2)c1C	2	6%	20%	3%	?	-4%	0.2	-19%
10	Cc1[nH]c2ccccc2c1C(=O)CSc1ccc(Cl)cc1	5	-14%	-5%	-19%	?	-7%	-0.6	12µM*
11	CSc1ccccc1NC(=O)c1cc2ncc(Br)cn2n1	?	-13%	11%	-18%[57.1 µM]	8%	-4%	-0.7	?
12	COCCOC(=O)c1c(C)n(C)c2ccc(OC(=O)c3ccco3)cc12	.	-10%	4%	1%	-1%	5%	-2.1	-4%
13	O=C(NNC(=O)c1ccccn1)c1ccc(OC(F)F)cc1	-4	23%	-6%	-22%	-8%	1%	-0.6	-3%
14	COc1ccc(C2=Nn3c(nnc3-c3ccccc3Cl)SC2)cc1OC1CCCC1	.	9%	?	.	-18%	-4%	-0.2	.
15	COC(=O)[C@@H]1CCCN1C(=O)c1cc(COc2cccc3cccnc23)on1	-2	10%	.	-28%	4%	-7%	-3.8	-1%
16	Cc1ccc2nc(NC(=S)NC(=O)c3ccc(OC(C)C)cc3)sc2c1	-3	4%	-36%	2%	8%	-2%	-0.6	-7%
17	CN(C)c1ccc(N=Nc2nc3ccccc3n2C)cc1	-59*	-92%[inhibitor]	56%	-16%	-15%	-5%	-0.8	2%
18	CSc1ccc(NC(=O)CC(C)=O)cc1	.	10%	41%	-2%	8%	3%	-2.6	-8%
19	Cc1c(NC(C)c2ccccc2O)c(=O)n(-c2ccccc2)n1C (centres undefined)	.	-1%	16%	-5%	-11%	-7%	-1.1	-12%
20	COc1cccc(C(c2sc3ncnn3c2O)N2CCN(C(=O)c3ccco3)CC2)c1 (centres undefined)	6	-9%	-1%	3%	-18%	7%	-3.1	-4%
21	O=[N+]([O-])c1cccc(CN2CCC(Cc3ccccc3)CC2)c1	1	4%	6%	-12%	-15%	-5%	-0.9	-2%
22	Cc1nc(-c2ccc(NC(=O)c3ccccc3Br)cc2)cs1	0	-12%	25%	-9%	-12%	0%	-5.2	-4%
23	CC12CCC(C(=O)N3CCCc4ccccc43)(OC1=O)C2(C)C (centres undefined)	5	-8%	.	8%	3%	0%	-0.3	-6%
24	CCOc1ccc(NC(=O)CN(C)C(=O)Cc2c[nH]c3ccccc23)cc1OCC	?	-2%	?	-9%	-6%	-5%	-0.8	-7%
25	CCCCN(C)Cc1c(O)ccc2c(=O)c(-c3ccccc3OC)coc12	5	12%	0%	-1%	10%	-2%	-0.2	1%
26	O=C(NCCN1CCOCC1)[C@H](Cc1ccccc1)N1C(=O)c2ccccc2C1=O	-1	-3%[9.22 µM]	-25%	-3%	-12%	-11%	-3.6	2%
27	O=S(=O)(Nc1cc(S(=O)(=O)N2CCCC2)ccc1O)c1ccc(Cl)s1	-3	-4%	17%	0%	-13%	4%	-2.4	-5%
28	Cn1ncc([N+](=O)[O-])c1C(=O)Nc1ccc(-c2ccccc2)cc1	4	14%	-19%	12%	10%	-8%	-2.0	-5%
29	O=C(NC(C(=O)c1ccccc1)n1ccc(=O)[nH]c1=O)c1ccccc1 (centres undefined)	.	4%	24%	7%	2%	1%	-0.1	-3%
30	Cc1csc(NC(=O)CSCC(=O)Nc2ccccc2)n1	2	0%	-23%	-33%[57.1 µM]	-8%	4%	0.6	?
31	Cc1ccc(S(=O)(=O)N(C)CC(=O)Nc2cc(C)ccn2)cc1	6	0%	3%	-1%	-11%	8%	0.1	5%
32	Cc1cc(CNC(=O)COc2c(F)c(F)cc(F)c2F)c2ccccc2n1	2	-3%	-20%	8%	-15%	-5%	0.1	1%
33	CC(=O)NC(Cc1cccc(C)c1)C(=O)NC1CCN(c2ncccc2[N+](=O)[O-])CC1 (centres undefined)	3	11%	.	-16%	9%	-3%	1.9	-2%
34	O=C(CC1NC(=O)NC1=O)Nc1ccccc1 (centres undefined)	11	21%	-12%	-9%	4%	-3%	-0.7	-3%
35	O=S1(=O)N[C@@H](Cc2ccccc2)COc2cc(N3CCC[C@H]3CO)ccc21	-3	-1%	12%	-4%	2%	2%	-0.2	4%
36	CN1C(=O)CC(N2CCN(c3ccc(Cl)cc3)CC2)C1=O (centres undefined)	4	-1%	.	12%	-6%	0%	0.2	-7%

Three entries already listed, ordered by SMILES length, ascending.
No.	mol	PI5P4Ka inh	Abeta rescue	FUS suppressor	WRN inhibitor	EPAC1 antagonist	EPAC1 agonist	IL2 activator	PLK1 PBD inh
30	Cc1csc(NC(=O)CSCC(=O)Nc2ccccc2)n1	2	0%	-23%	-33%[57.1 µM]	-8%	4%	0.6	?
28	Cn1ncc([N+](=O)[O-])c1C(=O)Nc1ccc(-c2ccccc2)cc1	4	14%	-19%	12%	10%	-8%	-2.0	-5%
33	CC(=O)NC(Cc1cccc(C)c1)C(=O)NC1CCN(c2ncccc2[N+](=O)[O-])CC1 (centres undefined)	3	11%	.	-16%	9%	-3%	1.9	-2%

Following part:
No.	mol	PI5P4Ka inh	Abeta rescue	FUS suppressor	WRN inhibitor	EPAC1 antagonist	EPAC1 agonist	IL2 activator	PLK1 PBD inh
37	COC(=O)[C@@]12C[C@@H](CC(=O)N3CCN(C(=O)C4CC4)CC3)C(=O)N(Cc3cccc4ccccc34)C1=CCC(C)(C)C2	15	-6%	?	-4%	-9%	-2%	0.1	2%
38	O=c1cc(O)c2c(=O)n(-c3ccccc3)c3c(c2o1)CCCCCC3	-28	-9%	.	-22%	-11%	11%	-2.5	-1%
39	Cc1ccc(CN2C(=O)c3ccccc3C2c2nnnn2-c2c(C)cccc2C)cc1 (centres undefined)	-1	-3%	23%	-6%	-23%	-10%	-0.9	-12%
40	Cc1cccc(NC(=O)c2ccccc2O)c1C	.	-72%[inhibitor]	-21%	-10%	-15%	-3%	0.4	-1%
41	N#Cc1ccc(C(=O)Nc2cc(C3CC3)nn2-c2ccccc2)cc1	1	-3%	-2%	0%	-1%	5%	0.1	-5%
42	CCOC(=O)N1CCC(N2CCN(S(=O)(=O)c3ccc(OC)cc3)CC2)CC1	-5	-13%	9%	2%[57.1 µM]	-23%	2%	-3.5	7%
43	COc1cccc(CNC(=O)C2CCC(=O)N(CC3CCCCC3)C2)c1OC (centres undefined)	0	-1%	9%	-2%	-27%	-22%	-1.3	-29%
44	Cc1cccc2cc(CN(Cc3cccnc3)C(=S)NCCCN(C)C)c(=O)[nH]c12	-53*	-14%	8%	15%	-10%	11%	-1.9	9.5µM*
45	Cc1c(F)cccc1NS(=O)(=O)c1ccc(OCCNS(C)(=O)=O)cc1	4	-1%	5%	-10%	-8%	3%	1.0	-15%
46	CC1(C)C(C#N)=C(N)Oc2c1c(=O)oc1ccccc21	-1	-12%	-4%	-8%	-2%	-6%	1.1	-2%
47	O=C(c1ccc2c(=O)n(Cc3ccc4c(c3)OCO4)c(=S)[nH]c2c1)N1CCCCC1	.	2%	3%	-2%	9%	-2%	-0.6	-2%
48	COc1ccc(NC(=O)C2CCN(S(=O)(=O)c3cccs3)CC2)cc1OC	4	-9%	8%	1%	-3%	6%	2.0	-9%
49	COC(CNS(=O)(=O)c1ccc(S(=O)(=O)NC2CC2)cc1)OC	0	9%	-14%	1%	-12%	-1%	1.6	4%
50	Cc1cccnc1NC1OC(=O)c2ccccc21 (centres undefined)	-1	20%	-11%	7%	0%	5%	1.0	-3%
51	O=C(CN1CCOC1=O)N1CCCC(N2CCN(c3cccc(C(F)(F)F)c3)CC2)C1 (centres undefined)	0	.	-12%	-4%	5%	3%	-0.4	-10%
52	O=c1c2ccccc2nc2c3ccccc3c(NCCO)nn12	-2	7%	-5%	3%	-8%	5%	-1.3	-1%
53	CCn1c(=S)[nH]c2sc3c(c2c1=O)CCCC3	-21	-15%	1%	-6%	-5%	-1%	-0.1	-29%
54	FC(F)(F)c1nnc(-c2ccccc2)nc1N1CCCC1	1	4%	-3%	-11%	-5%	1%	0.8	-10%
55	O=[N+]([O-])c1ccc(Cl)c(S(=O)(=O)/N=C(/Nc2cccnc2)c2ccccc2)c1	-6	12%	20%	?	-5%	2%	-0.7	-7%
56	CSc1ccc(C(=O)C2CCCN(C(=O)c3ccc4c(c3)OCO4)C2)cc1 (centres undefined)	-1	-54%[inhibitor]	11%	0%	-7%	5%	-4.9	-16%
57	Cc1ccc(C(=O)NC2CCN(CC(=O)NC3CCC(C)CC3)CC2)cc1 (centres undefined)	-2	9%	22%	8%	10%	-1%	-0.5	-10%
58	COc1c(O)cccc1[C@H](O)C1CCN(CCc2ccc(F)cc2)CC1	.	-18%	-14%	.	6%	1%	1.4	.
59	COc1ccc(CC(=O)NC(=S)Nc2ccc(S(=O)(=O)NC(C)(C)C)cc2)cc1	7	28%	20%	-24%	-23%	13%	-0.1	-7%
